Mtb FBA inh: inhibits M. tuberculosis FBA enzyme; P9WQA3; purified M. tuberculosis FBA, fluorescence read-out; inhibition, % at 1 µM; 360,000 compounds, 2.3% hits; in the data active means inhibition above about 27%;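 further: 0% = vehicle and 100% = reference inhibitor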
Target sequence (P9WQA3 whole entry, looked up): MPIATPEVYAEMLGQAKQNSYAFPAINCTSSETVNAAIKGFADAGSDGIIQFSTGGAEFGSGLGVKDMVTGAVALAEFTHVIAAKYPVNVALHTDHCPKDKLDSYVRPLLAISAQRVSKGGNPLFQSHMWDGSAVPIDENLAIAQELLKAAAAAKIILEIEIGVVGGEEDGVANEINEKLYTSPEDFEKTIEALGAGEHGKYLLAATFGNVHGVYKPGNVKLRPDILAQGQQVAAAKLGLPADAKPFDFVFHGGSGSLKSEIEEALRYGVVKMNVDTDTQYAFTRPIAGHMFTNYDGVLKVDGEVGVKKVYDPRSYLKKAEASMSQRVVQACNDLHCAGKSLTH
BoNT-F LC inh: inhibitors of Botulinum neurotoxin F light chain protease; Multiplex microsphere protease cleavage assay, flow cytometry; inhibition, % at 10 µM; 360,000 compounds, 0.22% hits; AID 588497; in the data active means inhibition above about 35%, passing the limit was not always enough; inconclusive means no clear call, values can overlap the other calls; further: plate controls were buffer without enzyme for full effect and enzyme alone for no effect
Mtb BioA inh: BioA (M. tuberculosis) enzyme inhibition; AID 602481; 360,000 compounds, 0.096% hits; purified M. tuberculosis BioA enzyme, plate reader; inhibition, % at 9.99 µM; in the data active means inhibition above about 40%; inconclusive means no clear call, values can overlap the other calls
FadD28 binding: inhibitors of Mycobacterium tuberculosis FadD28 bisubstrate binding | FadD28 bisubstrate probe binding, fluorescence polarization | inhibition, % at 12.5 µM | 360,000 compounds, 0.22% hits | AID 588549; in the data active means inhibition above about 8.5%, passing the limit was not always enough; inconclusive means no clear call, values can overlap the other calls
DUSP3 inh: DUSP3 (human) phosphatase inhibition | P51452 | recombinant VHR phosphatase, pNPP absorbance | inhibition, % at 13.3 µM | 290,000 compounds, 0.52% hits; in the data active means inhibition above about 50%; further: some compounds called inactive have numbers as strong as hits
Target sequence (P51452 whole entry, looked up): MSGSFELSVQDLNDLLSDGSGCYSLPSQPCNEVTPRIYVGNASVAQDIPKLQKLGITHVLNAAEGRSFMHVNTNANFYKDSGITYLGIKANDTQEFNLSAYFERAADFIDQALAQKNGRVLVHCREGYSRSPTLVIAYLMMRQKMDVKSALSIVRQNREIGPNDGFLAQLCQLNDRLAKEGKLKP
CCHFV vOTU inh: blocks the CCHF virus ovarian tumor domain protease; CCHFV vOTU protease, Pep-AMC fluorescence; AID 651958; 370,000 compounds, 0.55% hits; inhibition, % at 11.5 µM; further: 0% = vehicle wells with enzyme and 100% = no enzyme wells
Rv3671c inh: inhibits the M. tuberculosis serine protease Rv3671c; P9WHR9; 320,000 compounds, 0.048% hits; inhibition, % at 5.96 µM; in the data active means inhibition above about 38%;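 further: extracellular domain of Rv3671c used as enzyme; 0% = enzyme with DMSO and 100% = no enzyme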
Mtb UGM inh: blocks M. tuberculosis UGM enzyme; P9WIQ1; purified UGM, fluorescence polarization probe displacement; inhibition, % at 10 µM; 320,000 compounds, 0.06% hits; AID 504406; in the data active means inhibition above about 10%, passing the limit was not always enough; inconclusive means no clear call, values can overlap the other calls
Target sequence (P9WIQ1 whole entry, looked up): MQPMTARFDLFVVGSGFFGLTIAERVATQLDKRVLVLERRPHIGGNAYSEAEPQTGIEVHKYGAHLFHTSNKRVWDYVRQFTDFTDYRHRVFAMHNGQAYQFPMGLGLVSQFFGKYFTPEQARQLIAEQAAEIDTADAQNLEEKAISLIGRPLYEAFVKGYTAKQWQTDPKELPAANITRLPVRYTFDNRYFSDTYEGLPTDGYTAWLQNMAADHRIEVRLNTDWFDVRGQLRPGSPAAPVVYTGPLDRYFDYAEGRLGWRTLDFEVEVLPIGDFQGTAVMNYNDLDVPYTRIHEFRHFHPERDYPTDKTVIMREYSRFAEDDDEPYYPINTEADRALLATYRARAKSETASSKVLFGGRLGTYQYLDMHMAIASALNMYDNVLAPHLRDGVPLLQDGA
GDH-TPI inh: inhibits GDH-TPI coupling enzymes, artifact for Mtb FBA screen | GDH-TPI coupled enzyme counterscreen, NADH absorbance | AID 588335 | 360,000 compounds, 1.2% hits | inhibition, % at 4.8 µM;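 further: 0% = DMSO wells and 100% = wells lacking the enzyme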
MazF activator: activators of E. coli MazEF toxin-antitoxin RNase | P0AE70 | FAM/BHQ RNA-DNA oligo cleavage fluorescence, 5 h | activation, % at 20 µM | 350,000 compounds, 0.32% hits; in the data active means activation above about 50%
Target sequence (P0AE70 whole entry, looked up): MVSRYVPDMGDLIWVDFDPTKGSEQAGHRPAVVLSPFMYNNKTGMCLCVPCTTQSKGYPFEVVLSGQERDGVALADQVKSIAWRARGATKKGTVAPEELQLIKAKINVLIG
The depositor's hits bear a star; ? = inconclusive; . = no result given. Unless noted, no stated cut-off is given here; in the data, active means inhibition above about 30%; inactive means the rest.

SMILES	Mtb FBA inh	BoNT-F LC inh	Mtb BioA inh	FadD28 binding	DUSP3 inh	CCHFV vOTU inh	Rv3671c inh	Mtb UGM inh	GDH-TPI inh	MazF activator
COc1ccccc1CN(Cc1cccnc1)S(=O)(=O)c1ccc(-n2cnnn2)c(OC)c1	1	4	7.6	.	-5	16	8	0.2	-5	10
COc1ccc(C(=O)Nc2nnc(SCC(=O)NCc3ccco3)s2)cc1OC	3	1	0.6	-0.3	6	-18	-1	-0.4	4	4
O=[N+]([O-])c1cc([N+](=O)[O-])c(Oc2c(F)cccc2F)cc1NN1CCCCC1	1	0	-0.5	-0.5	9	-2	9	-1.7	-2	-2
OC1c2cc(Br)ccc2N=C2CCCN21 (configuration not stated)	0	-15	-0.8	-1.2	16	-2	-1	1.4	-1	7
Cc1cc(C)c2cc(C=O)c(Cl)nc2c1	2	2	.	-0.6	16	-6	6	1.4	10	-7
Cc1cc(C)c(C#N)c(SCCS(=O)(=O)Cc2ccccc2)n1	-1	-12	0.3	-2.2	18	11	2	0.9	2	3
O=C1CC(N2CCN(S(=O)(=O)c3ccccc3F)CC2)C(=O)N1c1ccc(F)cc1F (configuration not stated)	-1	-7	.	-1.9	.	1	5	2.2	5	-1
O=C(CNC(=O)C12CC3CC(CC(C3)C1)C2)NC1=NCCS1	-2	3	-0.3	1.2	9	-8	4	-1.7	10	1
O=C(CCNC(=O)c1ccc(Cl)cc1)NCC(c1ccco1)N1CCCCC1 (configuration not stated)	-1	0	-1.3	-0.8	.	6	8	-1.9	8	-1
O=C(/C=C/c1ccc(F)cc1)NCc1cccs1	-1	4	.	-2.3	1	3	-7	1.1	5	1
Cn1cc([N+](=O)[O-])c(C(=O)N/N=C/c2ccc([N+](=O)[O-])cc2)n1	-3	2	-0.9	-1.4	13	-16	5	-0.2	19	-7
C=CCN1C(=O)c2ccc(C(=O)OCC(=O)N3CCN(c4ccccc4)CC3)cc2C1=O	5	11	.	-0.8	.	-1	-2	0.3	5	5
CC(C)(C)N=C1C([N+](=O)[O-])=CC=C2C1=NC1(CCCCC1)N2O	-3	-1	.	0.8	-7	0	5	1.1	7	-3
CCc1ccc(NS(=O)(=O)c2ccc(OC)c(C)c2)cc1	0	4	0.0	-0.8	24	11	-3	1.7	0	-3
O=C(CCN1C(=O)[C@@H]2Cc3ccccc3CN2C1=O)N[C@H](C(=O)O)c1ccccc1	1	0	-0.7	0.1	-2	1	-6	-4.2	-1	8
Cn1nnnc1SCC(=O)N1CCN(Cc2ccccc2)CC1	0	1	.	-2.8	-12	-3	-1	1.6	-2	3
COc1ccc(OC)c(CN2CCN(Cc3cccc4ccccc34)CC2)c1	0	4	1.1	-1.9	16	20	1	0.1	-2	3
NS(=O)(=O)c1ccc(N=Cc2c(O)c3ccccc3oc2=O)cc1	0	0	.	-2.8	7	-1	-5	0.9	6	7
CN1CCN(C(=O)c2ccccc2NC(=O)C(C)(C)C)CC1	-6	-3	-0.1	-1.2	18	-8	2	-2.0	16	-3
COc1ccc(Cl)cc1NC(=O)CCCn1c(=O)c2cccn2c2cccnc21	4	-1	-1.1	-1.6	.	8	.	.	18	1

Reprinted at random: five compounds from above.
SMILES	Mtb FBA inh	BoNT-F LC inh	Mtb BioA inh	FadD28 binding	DUSP3 inh	CCHFV vOTU inh	Rv3671c inh	Mtb UGM inh	GDH-TPI inh	MazF activator
C=CCN1C(=O)c2ccc(C(=O)OCC(=O)N3CCN(c4ccccc4)CC3)cc2C1=O	5	11	.	-0.8	.	-1	-2	0.3	5	5
NS(=O)(=O)c1ccc(N=Cc2c(O)c3ccccc3oc2=O)cc1	0	0	.	-2.8	7	-1	-5	0.9	6	7
CCc1ccc(NS(=O)(=O)c2ccc(OC)c(C)c2)cc1	0	4	0.0	-0.8	24	11	-3	1.7	0	-3
CN1CCN(C(=O)c2ccccc2NC(=O)C(C)(C)C)CC1	-6	-3	-0.1	-1.2	18	-8	2	-2.0	16	-3
Cn1cc([N+](=O)[O-])c(C(=O)N/N=C/c2ccc([N+](=O)[O-])cc2)n1	-3	2	-0.9	-1.4	13	-16	5	-0.2	19	-7

The list continues.
SMILES	Mtb FBA inh	BoNT-F LC inh	Mtb BioA inh	FadD28 binding	DUSP3 inh	CCHFV vOTU inh	Rv3671c inh	Mtb UGM inh	GDH-TPI inh	MazF activator
CC(C)(C)NC(=O)C1CCC(C)(C(=O)O)C1(C)C (configuration not stated)	-1	0	-1.1	-0.7	5	1	-2	-2.2	12	1
COc1cccc(C(=O)NC(=S)Nc2ccccc2N2CCCCC2)c1	4	7	-6.5	.	10	-2	-20	-0.7	13	-4
O=C(CSc1ccccc1C(=O)O)c1ccc([N+](=O)[O-])cc1	-1	-2	.	-0.7	14	15	-12	2.2	0	-2
COc1ccc2c(c1)Cc1c-2cc(Br)c(N)c1Br	0	-5	-1.2	-4.4	.	-14	.	.	11	-5
CC1=C(C(=O)Nc2ccccc2)C(c2ccco2)C(C#N)=C(SCC(=O)OC(C)C)N1 (configuration not stated)	-1	0	0.6	-3.7	15	.	-14	6.6	14	1
C=C1C(=O)OCC2C(C(=O)O)=CC3C(C)C(C)=CC123 (configuration not stated)	-4	-1	2.4	-3.8	.	14	.	.	-3	4
Cc1sc2ncn(CC(=O)N3CCC(C(N)=O)CC3)c(=O)c2c1S(=O)(=O)N1CC(C)CC(C)C1 (configuration not stated)	1	-1	-1.6	-2.5	26	13	1	-1.0	-3	1
CNC(=O)CN(c1cc(C)ccc1C)S(C)(=O)=O	-4	6	-0.9	0.2	-8	3	3	3.6	3	11
Cc1ccc(-n2ccc(=O)c(C(=O)Nc3ccc(S(=O)(=O)N4CCOCC4)cc3)n2)cc1	-3	-5	1.2	-2.6	20	4	1	0.0	6	5
NC(=O)c1sc2nc(-c3ccccc3)ccc2c1N	0	-25	1.0	-3.7	-7	0	-1	0.7	-2	12
CNC(=S)N(Cc1cc2ccc(OC)cc2[nH]c1=O)CC1CCCO1 (configuration not stated)	1	3	.	-1.4	0	-15	-2	0.4	3	0
CC(=O)OC(C)(CCC(C)(OC(C)=O)C(C)=O)C(C)=O (configuration not stated)	3	6	.	-0.9	-2	11	.	.	-3	3
COc1ccc2nc(SCc3cccnc3)c(C#N)cc2c1	3	2	-0.7	-2.2	34	-5	-10	-0.4	2	0
Cc1ccc(S(=O)(=O)NCC(=O)OCCOc2cccc(Cl)c2)cc1	-3	-4	-0.8	-4.4	.	6	5	1.1	-1	0
Cc1ccc(N(CC(=O)NCC2CCCO2)C(=O)CCC(=O)Nc2ccccn2)cc1C (configuration not stated)	1	4	-1.0	-3.3	3	3	4	-0.2	4	5
O=C(NCc1ccccc1)C12CN(Cc3ccccc3)CC1C(c1cccc([N+](=O)[O-])c1)=NO2 (configuration not stated)	5	-2	-5.1	-1.0	0	9	-5	-3.8	13	-5
O=C(COC(=O)c1ccccc1[N+](=O)[O-])NNC(=O)c1cccs1	1	-4	-1.1	-2.9	50	-5	-7	0.9	6	4
Cc1nn(-c2ccccc2)c(C)c1C(=O)OCC(=O)N1c2ccccc2NC(=O)C1(C)C	1	-6	1.2	0.2	-14	-7	5	1.6	11	6
COc1cccc(OC)c1C(=O)NC(=S)Nc1cccc(NC(=O)c2ccco2)c1	0	-12	.	-0.7	12	-1	-6	-2.8	-2	75*
Cc1cc([N+](=O)[O-])c(C)cc1-c1ccc(/C=N/NC(=O)Cn2nnnc2N)o1	-1	12	.	-0.3	3	-4	-2	2.4	18	9
COc1ccc2c(c1OC)C(=O)N(c1cccc(NC(C)=O)c1)C2	0	-24	3.2	-1.1	20	3	1	2.6	10	2
COc1ccc(NC(=O)C2Cc3c(-c4cccc(NC(C)=O)c4)ccnc3O2)cc1OC (configuration not stated)	0	-3	2.9	-1.3	.	2	.	.	-5	.
COc1ccc(C(=O)C2CCCN(C(=O)c3cc(C(C)C)no3)C2)cc1F (configuration not stated)	1	-2	.	-2.3	10	-7	-1	-1.8	3	2
CC1(C)OC(=O)C=C[C@]2(C)[C@H]3CC[C@@]4(C)[C@H](C(=O)O)OC(=O)[C@H]5O[C@]54[C@]3(C)C(=O)C[C@@H]12	-2	-10	-0.7	0.2	.	-23	-2	3.0	6	0
COc1ccccc1CN1C(=O)CN(C2CCCC2)C(=O)C1c1ccc(F)cc1 (configuration not stated)	-4	-1	-0.1	-0.4	26	10	10	1.9	2	-8
CCc1ccc(N(CC(=O)NCc2ccc(OC)cc2)C(=O)CCC(=O)Nc2ccccn2)cc1	-1	-6	1.9	.	23	18	-6	-1.5	-7	12
CC(NC(=O)c1ccccc1Cl)C(=O)N1CCN(Cc2ccc3c(c2)OCO3)CC1 (configuration not stated)	-2	11	9.8	-0.9	.	-5	1	.	10	-5
O=C(CC1NCCNC1=O)Nc1ccc([N+](=O)[O-])cc1 (configuration not stated)	-3	1	.	-1.1	30	-9	1	0.5	8	-6
C[C@@]12CCC3[C@@](CCC4[C@@]3(C)CCC[C@@]4(C)C(=O)NCc3ccccc3)(CC1=O)C2 (some centres not stated)	-1	8	-0.8	-4.9	.	0	-3	-1.1	9	10
Cc1cc(C)c(C)c(S(=O)(=O)N2CCN(CC(=O)Nc3sccc3C#N)CC2)c1C	-3	4	-1.0	-0.4	7	-5	-9	2.3	2	-15
O=C(Nc1ccc(Cl)cc1)c1ccc2sc([C@@H]3O[C@H](CO)[C@H](O)[C@H](O)[C@H]3O)nc2c1	3	-4	-1.0	0.6	.	0	.	.	-3	.
COc1nc(NC(C)C)nc(NC(C)C)n1	0	-8	-2.3	-0.9	29	-3	1	-0.1	-2	8
FC(F)(F)c1nnc2ccc(NCn3nnc4ccccc43)nn12	-2	-16	-1.3	-0.4	-20	8	4	-1.4	3	2
c1ccc(CSc2ncn[nH]2)nc1	-3	5	.	0.7	33	-2	-2	-0.9	3	2
CCCCC(CC(O)COCCC)C(=O)NN (configuration not stated)	0	2	.	-1.7	-9	9	-21	-0.6	1	2
CC(=O)N1CCN(C(=O)c2cccc(S(=O)(=O)N3CCN(c4ccccc4)CC3)c2)CC1	3	.	-0.2	-1.4	.	-2	-4	-0.2	0	2
CC(C)N(C(=NCc1ccccc1)NC(=O)c1ccccc1)C(C)C	-3	-1	0.7	-0.8	.	4	16	1.0	3	5
COc1ccccc1NCC(=O)N/N=C(\C)c1cccs1	3	7	.	0.1	-1	-17	-4	0.7	9	3
CCCCC#Cc1ccccc1CC(=O)Nc1ccccc1	2	1	0.4	-0.6	-11	12	0	-2.5	0	1
FC(F)(F)Oc1ccc(NC(=S)Nc2ccccc2N2CCOCC2)cc1	0	4	1.0	-1.8	6	10	1	1.5	7	5
NC(=O)c1ccc(NC(=O)COC(=O)c2ccc(Br)o2)cc1	-1	-2	4.7	-1.6	.	-1	9	4.3	9	7
CCOc1ccccc1NC(=O)c1cccc2c1C(=O)N(C1CCCCC1)C2	0	1	-0.5	-0.2	-14	13	-4	-1.9	7	-4
O=C(CNc1ccccc1)N/N=C/c1c[nH]c2ccccc12	-5	-2	.	4.8	-9	2	3	-1.9	10	6
CCc1cccc(CC)c1NC(=O)Cn1c(-c2ccccc2Cl)nc2ccccc21	8	-3	.	0.5	4	0	10	-0.2	-4	3
CC1(C)Oc2ccc(C(=O)Nc3ccccc3)cc2N(CC#N)C1=O	0	8	4.0	-4.7	-5	12	5	0.3	1	2
CS(=O)(=O)Nc1ccccc1-c1cccc2nccn12	40*	-5	-0.7	-3.4	.	-25	.	.	-1	.
O=C(CN1C(=O)NC2(CCc3ccccc32)C1=O)c1ccc(Cl)cc1 (configuration not stated)	-1	-11	.	4.5	.	-1	0	1.0	-1	0
O=C(Oc1ccc(-c2nccc(-c3ccccn3)n2)cc1)c1cccc(C(F)(F)F)c1	1	?	-1.4	0.5	33	1	-1	.	4	43
CC1=CC(=O)C(C(C)C)=CC1=NC(=O)c1ccc(C)cc1	2	-6	.	-0.7	11	-4	5	-2.3	-3	-5

Assay outcomes: PubChem BioAssay, several laboratories
